From PubChem
EBV LMP1 NFkB: EBV LMP1-driven NF-kappaB luciferase reporter inhibitors, primary screen, cell-based, luminescence, single point. LMP1-induced NF-kappaB luciferase reporter cells. inhibition, % at 12.5 µM. 0.69% of 350,000 active; in the data active means inhibition above about 41%;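 further: 0% = neutral control wells and 100% = reference inhibitor control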
NOD2-RIPK2 inh: NOD2-RIPK2 binding disruptors in cells, primary screen, fluorescence, CHO cells, BLA complementation. CCF4 ratio. 0.38% of 360,000 active. inhibition, % at 4.98 µM. Receptor-interacting serine/threonine-protein kinase 2 (Homo sapiens), O43353; in the data active means inhibition above about 21%;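 further: 0% = vehicle only and 100% = reference blocker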
TROY NFkB inh: inhibitors of TROY-driven NF-kB signaling, primary screen, Q293 LMP1-TROYcd cells, NF-kB luciferase, uHTS; Q293 LMP1-TROYcd NF-kB luciferase reporter, 4 h; inhibition, % at 10 µM; 0.98% of 360,000 active;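 active means compounds whose plate-normalised and pattern-corrected inhibition of the luciferase reporter signal at the single screening dose is 50% or more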
LRH-1 inv ag: LRH-1 (NR5A2) inverse agonists, primary screen, cell-based, luminescence, HEK293T, StAR-luciferase reporter; inhibition, % at 3.6 µM; 0.13% of 360,000 active; LRH-1 transfected, 24 h; Nuclear receptor subfamily 5 group A member 2 (Homo sapiens), O00482;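 active means inhibition above the mean inhibition of all tested compounds plus 3 SD, cut at about 73% in these data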;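 further: 0% = DMSO wells and 100% = reporter-only cells lacking LRH-1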
TLR9-MyD88 inh: inhibitors of TLR9-MyD88 association in cells, primary screen, cell-based, CHO, BLA complementation, fluorescence. Toll-like receptor 9 (Homo sapiens) + Myeloid differentiation primary response protein …. CCF4 FRET ratio. inhibition, % at 4.98 µM. 0.21% of 340,000 active;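 active means inhibition above the mean over all tested compounds plus 3 SD, cut at about 21% in these data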;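 further: 0% = DMSO only wells and 100% = clavulanate BLA inhibitor control wells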
TRAIL sens C8: viability loss with TRAIL in NB7+C8 cells, primary screen, TRAIL sensitizer project, cell-based, ATPlite luminescence; 1% of 360,000 active; inhibition (viability loss, TRAIL sensitization), % at 10 µM;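 active means compounds causing at least 50% loss of cell viability in the single-dose screen, relative to plate controls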
NCOA3 inh: SRC3 coactivator transcriptional activity inhibitors, primary screen, cell-based, luminescence | Nuclear receptor coactivator 3 (Homo sapiens), Q9Y6Q9 | HEK293 GAL4-SRC3 luciferase reporter | inhibition, % at 3.6 µM | 0.17% of 360,000 active | AID 588352, 2011;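 active means inhibition above a per-campaign cutoff, the mean of all compounds plus 3 SD, cut at about 60% in these data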;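 further: 0% = DMSO-treated cells and 100% = gossypol-treated cells at 36 µM; higher means less SRC3-driven luciferase light from the GAL4 reporter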
Vif imaging: HIV Vif self-association inhibitors, primary screen, imaging, HEK293T, single point | HEK293T cells, Vif self-association by quenched fluorescence, 24 h | inhibition, % at 7.49 µM | 0.35% of 340,000 active; in the data active means inhibition above about 50%, passing the limit was not always enough; further: some results filed as inactive read as strong as hits
NR2F2 inh: NR2F2 transcriptional activity inhibitors, primary screen, cell-based, luciferase reporter, HEK293T, luminescence; HEK293T NGFI-A luciferase reporter; inhibition, % at 8.6 µM; 0.7% of 370,000 active; AID 686940, 2013;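 active means inhibition above a per-plate cutoff, mean inhibition of test wells between control levels plus 3 SD, cut at about 38% in these data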;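 further: cells cotransfected with COUP-TFII expression vector driving the NGFI-A reporter; 0% = median of COUP-TF2 test wells and 100% = reporter-only cells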
NCOA2 inhibitor: inhibition of GAL4-SRC2 driven luciferase reporter, primary screen, SRC2 inhibitor project, cell-based, luminescence. inhibition, % at 9 µM. Nuclear receptor coactivator 2 (Homo sapiens), Q15596. 0.17% of 370,000 active. HEK293 GAL4-SRC2 luciferase reporter;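 active means inhibition above the mean inhibition of all tested compounds plus 3 SD, set per campaign, cut at about 52% in these data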;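 further: 0% = DMSO treated cells and 100% = cells given Gossypol at 36 µM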
Target sequence (Q15596 whole entry, looked up, the tested form may be a part): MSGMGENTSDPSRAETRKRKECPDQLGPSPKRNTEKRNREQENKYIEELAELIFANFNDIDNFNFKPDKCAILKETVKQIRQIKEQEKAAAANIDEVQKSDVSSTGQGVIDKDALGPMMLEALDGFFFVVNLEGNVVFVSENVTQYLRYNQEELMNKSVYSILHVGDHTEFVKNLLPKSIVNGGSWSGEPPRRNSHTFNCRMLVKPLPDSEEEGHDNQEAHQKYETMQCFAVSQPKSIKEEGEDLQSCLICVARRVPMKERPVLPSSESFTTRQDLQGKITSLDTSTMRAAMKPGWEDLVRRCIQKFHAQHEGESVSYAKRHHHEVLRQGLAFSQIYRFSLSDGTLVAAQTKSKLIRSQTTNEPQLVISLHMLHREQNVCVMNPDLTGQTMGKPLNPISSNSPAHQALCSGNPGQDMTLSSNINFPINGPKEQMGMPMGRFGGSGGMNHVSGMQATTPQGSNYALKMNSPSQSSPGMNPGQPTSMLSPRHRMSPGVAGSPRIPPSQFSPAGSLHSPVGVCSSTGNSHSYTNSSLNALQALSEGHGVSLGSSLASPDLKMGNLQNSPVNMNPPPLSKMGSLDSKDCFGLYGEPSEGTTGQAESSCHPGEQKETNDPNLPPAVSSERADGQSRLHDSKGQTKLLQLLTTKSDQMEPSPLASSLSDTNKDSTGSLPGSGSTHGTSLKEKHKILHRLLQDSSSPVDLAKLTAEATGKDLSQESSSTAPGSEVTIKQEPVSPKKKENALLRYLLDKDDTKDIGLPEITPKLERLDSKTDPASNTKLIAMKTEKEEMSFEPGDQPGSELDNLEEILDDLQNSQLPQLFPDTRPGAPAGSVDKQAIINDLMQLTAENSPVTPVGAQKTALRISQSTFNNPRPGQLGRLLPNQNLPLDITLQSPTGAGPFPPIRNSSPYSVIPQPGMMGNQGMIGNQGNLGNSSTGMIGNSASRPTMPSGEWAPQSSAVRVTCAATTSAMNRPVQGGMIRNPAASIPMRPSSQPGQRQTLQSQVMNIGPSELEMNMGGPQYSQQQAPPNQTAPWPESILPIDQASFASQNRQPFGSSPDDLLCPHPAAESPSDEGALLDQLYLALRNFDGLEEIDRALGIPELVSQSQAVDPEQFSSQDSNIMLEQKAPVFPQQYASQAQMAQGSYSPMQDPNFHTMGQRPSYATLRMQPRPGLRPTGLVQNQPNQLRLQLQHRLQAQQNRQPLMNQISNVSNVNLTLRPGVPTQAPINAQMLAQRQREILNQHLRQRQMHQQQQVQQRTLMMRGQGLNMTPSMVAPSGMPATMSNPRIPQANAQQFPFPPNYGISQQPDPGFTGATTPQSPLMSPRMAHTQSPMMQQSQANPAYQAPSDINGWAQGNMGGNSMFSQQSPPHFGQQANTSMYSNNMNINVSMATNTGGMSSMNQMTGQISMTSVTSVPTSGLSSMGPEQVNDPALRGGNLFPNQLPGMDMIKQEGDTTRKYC
NCOA1 inh: SRC1 coactivator transcriptional activity inhibitors, primary screen, cell-based, luminescence. Nuclear receptor coactivator 1 (Homo sapiens), Q15788. HEK293 GAL4-SRC1 luciferase reporter. inhibition, % at 3.6 µM. 0.12% of 360,000 active. AID 588354, 2011;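 active means inhibition above the campaign mean plus 3 SD, with each screening campaign given its own cutoff, cut at about 60% in these data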;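 further: 0% = DMSO treated cells and 100% = gossypol at 36 µM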
An asterisk follows results filed as active; / = no result given.

entry	molecule	TRAIL sens C8	NCOA1 inh	NCOA3 inh	Vif imaging	NOD2-RIPK2 inh	NCOA2 inhibitor	LRH-1 inv ag	TROY NFkB inh	TLR9-MyD88 inh	EBV LMP1 NFkB	NR2F2 inh
1	CCOc1cccc2sc(NC(=O)CC)nc12	-44	-3	13	-14	-3	-4	15	6	0	7	-6
2	Cc1ccc(C(C(=O)NCC2CCCO2)N(C(=O)c2snc(C(N)=O)c2N)c2ccc(C(C)C)cc2)o1 (centres undefined)	-3	13	6	-7	-3	-13	-7	20	4	-4	8
3	COc1cc(C(C)=O)ccc1OCC(O)CN1CCN(c2ccc(C)cc2C)CC1 (centres undefined)	-4	-12	3	-13	-2	10	-10	6	1	16	3
4	COc1ccc(C2CC(c3ccco3)n3ncnc3N2)cc1 (centres undefined)	-10	10	12	3	-3	-19	-4	-13	11	-13	3
5	CCc1c(C)sc(NC(=O)c2cc(C)no2)c1C#N	6	-3	6	-7	-7	-21	-15	-27	0	-12	10
6	Cc1c(C(=O)N2CCCCC2C)sc2ncnc(N3CCc4ccccc4C3)c12 (centres undefined)	-2	-22	15	-1	4	1	1	2	8	-14	-6
7	NS(=O)(=O)c1ccc(CCNCc2ccccc2OCc2ccc(Cl)cc2)cc1	18	-2	-7	6	1	-4	1	-9	-5	-8	5
8	Cc1cc(C)cc(C(=O)NC(=S)Nc2ccc(-c3cc4ccccc4oc3=O)cc2)c1	14	14	26	-2	-6	46	10	57*	9	16	39*
9	O=c1[nH]c2ccccc2n1C1=CCCC1	4	-2	3	0	-7	-6	11	12	-1	4	10
10	N#Cc1cc2c(nc1SCC(=O)Nc1sc3c(c1C#N)CCC3)CCCCC2	36	-28	-22	-4	-2	-1	23	-2	9	-63	-2
11	COc1ccc(NC(=O)COC(=O)COc2cccc(Br)c2)cc1OC	-1	7	-6	-5	15	-11	1	-4	8	-9	20
12	Cc1cc(C)n2nc(SCCC(=O)NCCc3ccccc3)nc2n1	-8	6	4	-4	-3	-15	-10	-18	2	-3	-21
13	C/C(=N/O)c1c(O)c(C)c(-c2ccccc2)n(-c2ccccc2)c1=O	-5	4	14	-5	0	-26	3	-3	2	6	3
14	O=C1CN(C(=O)COC(=O)/C=C/c2ccc(F)cc2)c2ccccc2N1	-9	-4	8	-17	-5	-32	-8	1	-3	15	6
15	CCN1CCCC1CN(Cc1cc2ccc(C)cc2[nH]c1=O)C(=S)Nc1ccc(F)cc1 (centres undefined)	0	-2	12	-2	-14	20	-17	-3	6	-3	0
16	CC1(C)CC2(CCO1)OC(=O)CC2C(=O)Nc1cccc2ccccc12 (centres undefined)	-4	0	6	-1	16	2	0	-10	8	-8	-9
17	O=C(O)c1ccc(N/N=C/c2ccc(-c3cccc(Cl)c3)o2)cc1	-4	-127	-96	-7	6	-100	-212	-25	-6	-42	-41
18	CCCCCN1CC(O)=C(c2nc(-c3ccc(Cl)cc3)cs2)C1=N	-13	-2	-6	-6	-2	-7	-12	3	-19	8	-7
19	CCOc1ccc(S(=O)(=O)Nc2ccc(C(=O)N(C)CC(=O)Nc3ccc(OC)cc3)cc2)cc1	6	4	0	/	-7	-18	10	5	8	9	0
20	Oc1cccc(-c2nc3ccc4ccccc4c3c3c2CCC3)c1	-1	-49	-65	-16	-17	-48	-120	-71	-4	-58	-20
21	Nc1nn(-c2ccccc2Cl)cc1-c1nn[nH]n1	0	-7	12	-11	-1	-4	11	-7	-16	7	-12
22	COc1cccc(N2CCN(CC(=O)NC3=Nc4ccccc4N=C(C)C3c3ccccc3)CC2)c1 (centres undefined)	4	6	7	/	-7	-20	26	-3	/	24	-2
23	c1ccc(NC2=NCCN2CCCC2CCCC2)cc1	3	1	0	-6	3	-31	-5	8	-4	-5	-10
24	CCc1ccc(OCC(O)CN2CCN(c3ccc(OC)cc3)CC2)cc1 (centres undefined)	-2	-4	5	-10	10	-8	-12	10	-3	-2	24
25	COc1cccc(CNc2ncnc3cc(OC)c(OC)cc23)c1	15	-1	20	2	10	-22	8	9	3	6	4
26	COc1ccc(NC(=S)NNC(=O)c2cccs2)cc1	3	-95	-32	-3	5	-21	-59	-66	6	-4	-12
27	O=C(NNc1cc(Cl)cc(Cl)c1)C1CCC1	-6	6	15	22	1	8	8	21	3	9	-6
28	CC(/C=N/NC(=O)CSc1n[nH]c(=O)[nH]c1=O)=C\c1ccccc1	5	-22	12	-2	-1	-3	1	0	3	2	0
29	O=C(N/N=C\c1cccc([N+](=O)[O-])c1O)C1COc2ccccc2O1 (centres undefined)	6	0	-1	-5	-5	-3	-9	-55	13	-1	0
30	O=S(=O)(NCc1ccccc1Br)c1ccccc1Br	4	-13	15	/	4	-10	6	-5	4	-1	9
31	COC(=O)[C@H]1C[C@H](OC(=O)NC2CCCC2)[C@@]2(O)CN(S(=O)(=O)c3ccc(C)cc3)CC2[C@H]1C(=O)OC (some centres undefined)	-10	10	17	0	-6	-2	9	-7	-11	-14	13
32	COc1ccc(S[C@@H](CCN2CC[C@H](O)CCC2=O)c2ccccc2)cc1	2	-19	-11	/	12	-12	24	-8	1	-2	9
33	COc1ccc(C2(CNC(=O)c3ccc(OCC(C)C)cc3)CCOCC2)cc1	0	-5	12	3	5	3	12	19	-5	6	-4
34	CCN1CCN(Cc2cc(=O)oc3cc(C)cc(C)c23)CC1	20	-31	-3	-19	-1	-15	-9	0	0	-14	-2
35	COc1cc(CN2CCN(C(=O)CC(C)C)CC2)cc(OC)c1OC	5	-37	13	-34	-9	-14	10	-11	2	-7	-11
36	O=C(C1=C[C@H](c2csc3ccccc23)C[C@H](OCc2ccc(CO)cc2)O1)N1CCOCC1	7	0	-8	-1	4	6	17	4	1	-8	-2
37	Cc1cc(C)n(CC(=O)n2nc(C)cc2C)n1	-4	10	-8	-12	2	-22	14	6	-7	-4	-9
38	Cc1cccc(NC(=O)CSc2nc3[nH]ncc3c(=O)[nH]2)c1C	-8	-48	14	-4	-4	-9	57	0	-2	-3	5
39	COC(=O)[C@@]1(Cc2ccc(F)cc2)[C@H]2c3cc(C(=O)N4CCCC4)n(Cc4ccc(C)o4)c3C[C@H]2CN1C(=O)c1ccccc1	16	/	/	/	8	-9	13	-10	/	/	0
40	CCCCOc1ccc(OC(=O)c2cccnc2)cc1	13	-2	13	7	6	-4	2	-17	3	-1	-21
41	CCCSc1nc2c(cnn2-c2ccccc2)c(=O)n1N	0	-57	-58	-7	5	-21	-107	-42	-1	0	-21
42	COc1ccc(OC)c(CCNC(=O)c2cccc(NC3=NC4CS(=O)(=O)CC4S3)c2)c1 (centres undefined)	-11	3	12	20	-8	-9	5	-15	8	-14	-9
43	O=C(Nc1ccccc1Br)C1CCC(=O)N1Cc1ccccc1Cl (centres undefined)	4	5	-12	1	2	-1	6	33	5	2	11
44	CCc1ccc2c(COC(=O)C3CC(=O)N(CCc4ccccc4)C3)cc(=O)oc2c1 (centres undefined)	1	5	-14	3	1	-7	-2	9	-2	-7	-8
45	CCO[C@@H]1OC(C(=O)NC2CC2)=C[C@H](c2ccccc2)[C@H]1CCCO	2	3	-5	-3	-5	-12	4	-12	-7	2	0
46	COC(=O)NC1(C(F)(F)F)C(=O)Nc2c1c(=O)n(C)c(=O)n2C (centres undefined)	1	-16	0	6	-10	-25	-2	-3	-7	3	12
47	COc1cccc(-c2ccc(C3=CC(=O)CC(C)(C)C3=O)cc2)c1OC	11	15	2	/	0	14	-1	-21	7	-9	15
48	O=C(NNC(=O)C1C2CCCCC21)c1coc(=O)c(Br)c1 (centres undefined)	0	-4	4	3	-3	-15	1	-18	12	-7	-23
49	COc1ccc(S(=O)(=O)N2Cc3ccccc3CC2C(=O)Nc2nccs2)cc1OC (centres undefined)	8	-80	-47	0	-5	-42	-54	-22	-23	-15	-53
50	O=C(NCCOc1ccc(Cl)cc1)C1CCCCC1	0	1	17	-10	2	10	-2	-6	3	-3	-2

The results go on.
entry	molecule	TRAIL sens C8	NCOA1 inh	NCOA3 inh	Vif imaging	NOD2-RIPK2 inh	NCOA2 inhibitor	LRH-1 inv ag	TROY NFkB inh	TLR9-MyD88 inh	EBV LMP1 NFkB	NR2F2 inh
51	Oc1ccc(C[C@H]2CNC(=S)N2CC2CCCN2C[C@H](Cc2ccc(O)cc2)N2C[C@H](Cc3ccc(O)cc3)N(CC3CCCCCC3)C2=S)cc1 (some centres undefined)	26	-3	-7	-3	-11	-20	-7	35	-4	-27	-1
52	CCOC(=O)c1csc(NC(=O)C2=COCCO2)n1	-9	-84	-81	-4	-6	-63	-118	-19	-11	-10	-44
53	COc1ccc(N(C(=O)c2ccco2)C(C(=O)NC2CCCC2)c2cccs2)c(OC)c1 (centres undefined)	-2	-25	-9	5	-9	-10	4	10	-8	1	-3
54	Cc1nn(-c2ccc(Cl)cc2)c(Cl)c1/C=C(\C#N)C(N)=O	13	-18	-8	-1	1	-6	-29	-4	2	-17	9
55	CC12CCC(=O)N1C(C(=O)N1CCN(S(=O)(=O)c3cccc(C(F)(F)F)c3)CC1)CS2 (centres undefined)	-4	-4	22	4	5	-12	4	-21	11	-1	-7
56	CC(C)(C)c1cc(C(c2cccnc2)N2CCN(CCO)CC2)cc(C(C)(C)C)c1O (centres undefined)	26	0	-18	13	8	6	5	9	7	-4	2
57	CCC[C@@H](CN1CCC[C@H]1CN1C(N)=NC[C@H]1C(C)C)N1C[C@@H](Cc2ccccc2)N(CCCC2CCCC2)C1=N	3	-12	13	-6	0	3	1	-18	-3	1	13
58	CCOC(=O)c1cnn(-c2nc(-c3ccccc3)cs2)c1C(F)(F)F	/	-9	-8	1	6	-24	-1	/	2	-6	-3
59	Clc1ccc(NCc2cccnc2)c(Cl)c1	-9	6	-22	1	-5	-1	-6	-16	-1	-1	-5
60	C1CSC2(N1)C1CC3CC(C1)CC2C3 (centres undefined)	1	-11	15	7	2	16	-2	-5	-3	-4	-7
61	COc1ccc(CC(=O)Nc2ccc(N3CCOCC3)cc2)cc1OC	16	5	3	7	1	-10	11	4	-9	-1	-7
62	CCOC(=O)c1c(C)nn(-c2ccc(NC(=O)c3cccs3)cc2)c1C	4	5	8	-5	-3	16	14	20	5	2	2
63	Fc1ccc(NC(=S)NCc2cccs2)cc1	18	10	19	4	-43	-21	0	-7	-1	2	4
64	CC(C)(C)n1nnnc1C(c1ccccc1)N1CCN(C/C=C/c2ccccc2)CC1 (centres undefined)	-9	4	12	-8	-8	-35	23	8	/	/	-27

A portion of the library; rates above refer to the full screens.
